IP6K1 inh = Primary qHTS assay for small molecule inhibitors of Inositol hexaphosphate kinase 1 (IP6K1) | IP6K1 kinase, ADP-Glo luminescence, 2 h; hits give low values | activity change, % (series mostly up to about 58 µM) | 140,000 compounds, 0.81% hits | AID 1645851, 2021; in the data active = activity change below about -25%
Target sequence (Q92551 whole entry, looked up): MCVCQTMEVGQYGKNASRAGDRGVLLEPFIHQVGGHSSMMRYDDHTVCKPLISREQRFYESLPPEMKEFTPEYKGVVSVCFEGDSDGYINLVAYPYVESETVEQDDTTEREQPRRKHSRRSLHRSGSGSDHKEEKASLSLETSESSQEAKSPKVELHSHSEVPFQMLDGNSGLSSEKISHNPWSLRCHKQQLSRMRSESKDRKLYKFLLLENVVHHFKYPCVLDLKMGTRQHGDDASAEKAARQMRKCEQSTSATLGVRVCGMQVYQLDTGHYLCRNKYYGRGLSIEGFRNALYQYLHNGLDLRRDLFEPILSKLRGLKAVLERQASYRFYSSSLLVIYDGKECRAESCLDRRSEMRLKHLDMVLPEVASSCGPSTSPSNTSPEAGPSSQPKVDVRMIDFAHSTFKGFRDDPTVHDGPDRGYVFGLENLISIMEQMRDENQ
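ADP-Glo luminescence measures ADP made by human IP6K1 during a 2 h RT reaction with ATP/IP6 (mix at 1.3 mM/130 uM); top library doses 57.5 and 19.1 uM final.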
HEK293 viab = GF-AFC viability counterscreen for inhibitors of alpha-synuclein gene (SNCA) expression; HEK-293-SNCA-luc viability, GF-AFC fluorescence, 24 h; Potency, µM (highest dose often 57.1 µM), without a hit: at the top dose activity change, negative = cytotoxicity, most hits filed as cytotoxic; 150,000 compounds, 0.12% hits; AID 1671193, 2021;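 note: potency is the fitted concentration of half-maximal effect; 0% = DMSO-treated cells and -100% = medium-only wells without cells; nearly all actives have a fitted effect of over 30% in size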
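Cytotoxicity counterscreen: after 24 h compound treatment of genome-edited SNCA-luciferase HEK-293 cells, live-cell protease substrate GF-AFC read by fluorescence after 30 min; activity scaled between DMSO (0%) and medium-only (-100%), curves Hill-fitted.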
Luciferase inh = Firefly luciferase inhibition profiling of diverse chemical library using quantitative high-throughput screening; Potency, µM (top dose mostly 115 µM), without a hit: at the top dose activity change, negative = inhibition, most hits filed as inhibitors; 76,000 compounds, 2.5% hits; purified P. pyralis luciferase, luminescence, biochemical; Luciferin 4-monooxygenase (Photinus pyralis), P08659; note: potency is the fitted concentration of half-maximal effect; nearly all actives have a fitted effect of over 65% in size
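Luminescence read by CCD imaging after purified firefly luciferase (10nM final) was added to substrate buffer holding 10uM D-luciferin and 10uM ATP, pH 7.5, pre-dosed with compound.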
NIH3T3 tox = Cytotoxic Profiling in NIH 3T3 Cell Line of Diverse Libraries Using Quantitative High-Throughput Screening; NIH 3T3 viability, CellTiter-Glo ATP luminescence, 48-72 h; Potency, µM (titrated, usually from 96.7 µM), without a hit: at the top dose activity change, negative = cytotoxicity, hits mostly inhibitors; 94,000 compounds, 4.3% hits; AID 1345082, 2018; note: potency is the fitted concentration of half-maximal effect; nearly all actives have a fitted effect of over 55% in size
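Cytotoxicity was measured by CellTiter-Glo ATP luminescence after 48 or 72 h compound exposure at 37 °C. Mouse NIH 3T3 fibroblasts were seeded at 400 cells/well and dosed by 23 nL pin transfer.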
GPT2 inh = Primary qHTS assay for inhibitors of Glutamate pyruvate transaminase 2 (GPT2); Alanine aminotransferase 2 (Homo sapiens), Q8TD30; Recombinant GPT2, coupled pyruvate oxidase/HRP Amplex Red fluorescence; Potency, µM (highest dose often 57.7 µM), without a hit: top-dose activity change, negative = inhibition, most hits filed as inhibitors; 100,000 compounds, 0.25% hits; note: potency is the fitted concentration of half-maximal effect; nearly all actives have a fitted effect of over 60% in size; many of its hits are not listed in these tables
Target sequence (Q8TD30 whole entry, looked up): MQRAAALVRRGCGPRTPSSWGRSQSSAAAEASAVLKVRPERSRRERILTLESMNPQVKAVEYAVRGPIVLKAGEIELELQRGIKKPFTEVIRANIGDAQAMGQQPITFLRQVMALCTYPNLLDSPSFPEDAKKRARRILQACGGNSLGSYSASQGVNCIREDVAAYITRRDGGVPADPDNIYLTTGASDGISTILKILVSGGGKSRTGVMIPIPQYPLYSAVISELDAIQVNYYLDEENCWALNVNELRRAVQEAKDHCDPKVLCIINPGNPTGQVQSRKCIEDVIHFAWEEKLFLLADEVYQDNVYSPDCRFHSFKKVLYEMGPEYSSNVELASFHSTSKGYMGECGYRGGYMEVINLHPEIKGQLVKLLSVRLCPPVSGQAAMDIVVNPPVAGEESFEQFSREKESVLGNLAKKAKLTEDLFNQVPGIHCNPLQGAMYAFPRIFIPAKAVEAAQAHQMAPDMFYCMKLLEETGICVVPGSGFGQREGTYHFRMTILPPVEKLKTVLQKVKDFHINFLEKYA
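GPT2 10ng/uL, a-KG 250uM, L-Ala 2mM, HEPES pH7.5 + 0.0001% Tween; 30 min RT. Then Amplex mix (PO/HRP/ThPP), 30 min RT dark, fluorescence. AOA 50uM used as positive control.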
HEK293 tox = Cytotoxic Profiling in HEK 293 Cell Line of Diverse Libraries Using Quantitative High-Throughput Screening. HEK 293 viability, ATP luminescence (CellTiter-Glo), 48-72 h. Potency, µM (highest dose often 115 µM), inactives show top-dose activity change, negative = cytotoxicity, actives largely listed as inhibitors. 94,000 compounds, 6.6% hits. AID 1345083, 2018; note: potency is the fitted concentration of half-maximal effect; nearly all actives have a fitted effect of over 60% in size
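qHTS cytotoxicity; HEK 293, 250 cells/well; compound pinned; 48 or 72 hr, 37 degree Celsius, 5% CO2, 95% humidity; CellTiter-Glo, 10 min RT; luminescence (ATP).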
SNCA expr inh = Primary qHTS assay for inhibitors of alpha-synuclein gene (SNCA) expression. HEK-293 SNCA-luciferase knock-in, luminescence, 24 h. Potency, µM (titrated, usually from 57.2 µM), inactives show at the top dose activity change, negative = inhibition, hits mostly inhibitors. 140,000 compounds, 0.17% hits;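 note: potency is the fitted concentration of half-maximal effect; plate controls were DMSO cells for no effect and cell-free wells for full effect; nearly all actives have a fitted effect of over 45% in size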
* hit, by the source's call; i = inactive; ? = inconclusive; . = not tested or not shown; [ ] = remark or other dose. Unless noted, calls come from the whole dose curve; as a rule, active = well fitted curve in the direction sought with a large enough effect; inconclusive = small, poorly fitted or top-dose-only effect, or another doubt; inactive = no such curve, though single readings can be large; an effect the other way counts as inactive or inconclusive. Unless noted, % is set by controls: 0 for no effect and ±100 for the full control effect.

SMILES	IP6K1 inh	HEK293 viab	Luciferase inh	NIH3T3 tox	GPT2 inh	HEK293 tox	SNCA expr inh
COCCNC(=O)[C@@H]1C[C@H](Oc2cccnc2)CN1C(=O)c1cnccn1	1	-29%	-4%	i	i	-2%	14%
COc1ccc(-c2ccccc2NC(=O)C2CCCN(Cc3c(O)cccc3OC)C2)cc1 (configuration not stated)	9	-19%	4%	?	-2%	20µM*	?
Cc1ccc(NS(=O)(=O)c2ccc3c(c2)N(C)C(=O)CC(=O)N3C)cc1Cl	14	29%	.	.	.	.	40%[activator]
Cc1ccc2cc(CCC(=O)NCc3cccs3)c(=O)[nH]c2c1	24	4%	0%	-23%	-17%	-6%	-18%
CCc1nc2c(c(-c3ccc(O)cc3)n1)CN(CCC(C)C)CC2	7	-12%[87.6 µM]	4%[172 µM]	?	i	-29%[172 µM]	?
Cc1ccc(Cl)cc1NC(=O)Cn1nc2c(cc1=O)CC(C)CC2 (configuration not stated)	6	3%	.	.	.	.	-1%
O=C(NCc1ccccc1)c1c(-c2cccnc2)cc(=O)n2c1CCCC2	-6	8%	.	-29%	?	-17%	71%[activator]
CC(=O)c1ccc(NC(=O)C2CCCN(S(=O)(=O)c3ccc(Br)s3)C2)cc1 (configuration not stated)	51	10%	.	.	.	.	17%
CCOc1ccccc1NC(=O)c1cc2c(=O)[nH]c3ccccc3c2s1	6	11%	.	.	.	.	8%
CCN(C(=O)CN1C(=O)COc2ccc(S(=O)(=O)N3CCOCC3)cc21)c1cccc(C)c1	-3	-11%	.	.	.	.	?
COc1ccc(CCNC(=O)c2oc(=O)c3ccccc3c2-c2ccccc2)cc1OC	4	-1%	.	.	.	.	9%
CCCCNc1oc(-c2ccc(COc3ccc(OC)cc3)o2)nc1C#N	-31*	11%	.	.	.	.	12%
Cc1ccc([S+](=O)([O-])N2CCCC(C(=O)N3CCC(N4CCCC4=O)CC3)C2)cc1 (configuration not stated)	24	18%	.	?	-19%	-30%	2%
O=C(NCc1ccccc1F)c1ccc2oc(-c3ccnc(Cl)c3)nc2c1	11	9%[12.5 µM]	.	-4%[138 µM]	2%[88.5 µM]	-19%[172 µM]	5%[87.6 µM]
CCCn1c2ccccc2c2cnn(CC(=O)NCCCN3CCCCC3)c(=O)c21	-4	0%	.	.	.	.	-24%
COCCn1c(=O)[nH]c2cc(C(=O)Nc3cccc(C(C)=O)c3)ccc2c1=O	-11	-16%	.	.	.	.	53%[activator]
Cc1ccc2ncc(C(=O)NCc3ccccc3Cl)c(=O)n2c1	9	-15%	.	.	.	.	14%
Cc1cn2nnc(C(=O)NCCC3=CCCCC3)c2c(=O)[nH]1	-3	?	-6%	-9%	i	-19%	?
CCN(C(=O)CSc1nc2ccccc2n1Cc1ccc(C(=O)OC)cc1)c1ccccc1	21	12%	.	.	.	.	?
COc1cccc(-c2cn3cc(C(=O)NC4CC4)nc3s2)c1	-13	6%[87.6 µM]	.	?	-5%[88.5 µM]	?	1%[87.6 µM]
COc1ccc(Cl)cc1NC(=O)Cn1nnc2sc(-c3ccccc3)cc2c1=O	0	0%	.	.	.	.	-1%
Cc1cccc(C(=O)N2CCC(Cc3nncn3C)C2)c1 (configuration not stated)	3	-5%	-17%	-11%	i	-1%	-13%
NC(=O)c1nnn([C@H]2C[C@H]3C(=O)N4CC[C@H](SCc5ccc(F)cc5)C[C@H]4C(=O)N3C2)c1C(N)=O	16	10%	-4%	-18%	-5%	-18%	-8%
COc1ccc(C(=O)c2oc3ccccc3c2NC(=O)c2cc(=O)c3ccc(C)cc3o2)cc1Cl	-14	?	.	.	.	.	11%
Cc1ccccc1-c1nc(CS(=O)(=O)CC(=O)Nc2cccc(C(F)(F)F)c2)c(C)o1	-5	14%	.	.	.	.	-4%
Cc1cccc(C)c1NC(=O)Cn1ccn2nc(-c3ccccc3)c(CO)c2c1=O	3	-2%	0%	-26%	-4%	?	-11%
CCCCn1c(=O)c(C(=O)NCc2ccccc2)nc2cccnc21	7	-1%	.	?	i	?	-6%
Cc1cccc(CNC(=O)C2(c3ccc(NS(C)(=O)=O)cc3)CCC2)c1	20	-3%	-13%	-64%	i	-13%	18%
COC(=O)CNC(=O)N1c2ccccc2CC1c1nc(C2CC2)no1 (configuration not stated)	21	1%	-7%	-1%	-7%	1%	65%[activator]
COc1ccc(CNC(=O)c2cc3cn(C4CC4)cc3s2)cc1OC	2	-17%	-15%	?	?	-14%	-4%
CCOC(=O)c1c(NC(=O)c2ccc(S(=O)(=O)N3CCCC(C)C3)cc2)sc2c1CC(C)(C)NC2(C)C (configuration not stated)	5	11%	.	.	.	.	-36%
COc1ncccc1CN1CC[C@@H]2OCC(=O)N(c3ccccc3)[C@H]2CC1	-8	-5%[87.6 µM]	-11%[172 µM]	-21%[138 µM]	-2%[88.5 µM]	?	-17%[87.6 µM]
C/C(=C(/OCCOc1ccc(Cl)cc1)c1ccc(Cl)cc1Cl)n1ccnc1	8	-28%[23.9 µM]	.	.	-9%	.	20%[25.6 µM]
COc1ccc2c(c1)c1c(c(=O)n(-c3ccccc3C)c(=O)n1CC(=O)N1CCCC1)n2C	19	-6%	.	.	.	.	5%
CCN1c2cc(C(=O)NCCOc3ccccc3OC)ccc2C(=O)N2CCCCCC21 (configuration not stated)	2	?	-9%	?	4%	?	-7%
COCCN1C(=O)[C@H]2CN(Cc3cccc(F)c3)C[C@H]2C1=O	-9	-3%	-8%	-20%	4%	-3%	-9%
O=C(CCNS(=O)(=O)c1ccc2c(c1)CCN2C(=O)C1CC1)N1CCN(c2cccc(Cl)c2)CC1	-8	-1%	.	.	.	.	-14%
Cc1cnn(CCC(=O)N[C@@H]2CN(C)C[C@H]2CN(C)C)c1	0	-10%	-12%	-8%	4%	i	-1%
COc1ccc(CNC(=O)C[C@@H]2C[C@@H](C(C)C)[C@H](CNC(=O)c3ccc(NC(C)=O)cc3)C=C2C)cc1	3	-15%	12%	1%	0%	?	-16%
O=C(c1cccc(-n2cnnc2)c1)N1CCOC(c2ccc(F)cc2)C1 (configuration not stated)	-10	-4%	2%	3%	i	i	6%
O=c1c2nc(-c3ccc(O)c(F)c3)ccc2ncn1-c1ccc(F)cc1F	7	-18%[87.6 µM]	-22%[172 µM]	?	i	?	0%[87.6 µM]
COc1ccc(CCNC(=O)CN2C(=O)C(c3ccccc3)=NC23CCCCC3)cc1OC	10	-7%[12.5 µM]	-6%	-17%	i	?	-22%
N#Cc1cccc(NC(=O)C2CCN(c3nc(-c4ccc(Cl)cc4)no3)CC2)c1	13	3%	.	.	.	.	79%[activator]
CCOc1ccc(C(=O)Nc2cccc(C(=O)OCc3cc(=O)n4nc(C5CC5)sc4n3)c2)cc1	8	-9%	.	.	.	.	8%
COCC(=O)N[C@@H]1CN(C(=O)N(C)C)CC[C@@H]1c1nc(C)no1	26	10%	-1%	2%	-14%	8%	11%
O=C(O)c1ccc(-c2c[nH]c3ncc(-c4ccccc4)cc23)cc1C1CCCC1	.	5%	.	.	i	.	?
COc1ccc(C(=O)N2CCC(C(=O)N3CCC(N4CCOCC4=O)CC3)CC2)cc1	-5	13%	.	-10%	i	2%	-26%
O=C1CCCN1CCCN1C(=O)[C@@H]2C[C@@H](O)CN2C2(CN(Cc3ccoc3)C2)C1=O	-6	2%[87.6 µM]	-1%[172 µM]	-20%[174 µM]	?	4%[172 µM]	3%[87.6 µM]
Cc1noc(C)c1C(=O)N1CCC2(CC1)CN([S+](=O)([O-])c1ccccc1)CCO2	0	1%	.	-16%	1%	3%	12%
Fc1ccc(NC(=S)N[C@H]2CO[C@H]3[C@@H]2OC[C@@H]3n2nnnc2-c2ccccc2)cc1	4	-4%[87.6 µM]	-4%[172 µM]	?	i	-26%[172 µM]	-5%[87.6 µM]
CC(C)(Oc1nn(Cc2cccc(Cl)c2)c2ccccc12)C(=O)NCC[S+](C)(=O)[O-]	0	-15%	-5%	?	i	?	-21%
CCCCn1cc(S(=O)(=O)c2cc(C)ccc2C)c(=O)c2cc(F)c(F)cc21	18	-4%	.	.	.	.	6%
CCCN(CCC)CCNC(=O)c1cc(Sc2ccc(Cl)cc2)nc2ccccc12	32	10%	.	.	.	.	-8%
CN(C)C[C@@H]1CN(Cc2cccnc2)C[C@H]1NC(=O)COc1ccccc1	2	10%	1%	i	i	-15%	-8%
Cc1cc(CN2C[C@@H](CO)[C@H](C(=O)N(C)C)C2)n(C)n1	-3	-1%	6%	i	i	i	-12%
CCOC(=O)c1cc(OC(=O)c2ccccc2OC)n(-c2ccccc2)n1	19	-3%	.	.	.	.	-4%
COCCN1CC2(CCCN(Cc3ccc4ccn(C)c4c3)C2)CCC1=O (configuration not stated)	26	-7%	0%	-25%	-11%	-15%	2%
CCOc1ccc(NC(=O)CSc2oc(-c3cccs3)nc2S(=O)(=O)c2ccc(Cl)cc2)cc1	-15	-3%	.	.	.	.	-20%

Reprinted at random: five records from the list, in no set order.
SMILES	IP6K1 inh	HEK293 viab	Luciferase inh	NIH3T3 tox	GPT2 inh	HEK293 tox	SNCA expr inh
N#Cc1cccc(NC(=O)C2CCN(c3nc(-c4ccc(Cl)cc4)no3)CC2)c1	13	3%	.	.	.	.	79%[activator]
O=C(O)c1ccc(-c2c[nH]c3ncc(-c4ccccc4)cc23)cc1C1CCCC1	.	5%	.	.	i	.	?
O=C1CCCN1CCCN1C(=O)[C@@H]2C[C@@H](O)CN2C2(CN(Cc3ccoc3)C2)C1=O	-6	2%[87.6 µM]	-1%[172 µM]	-20%[174 µM]	?	4%[172 µM]	3%[87.6 µM]
CCOc1ccc(NC(=O)CSc2oc(-c3cccs3)nc2S(=O)(=O)c2ccc(Cl)cc2)cc1	-15	-3%	.	.	.	.	-20%
CC(C)(Oc1nn(Cc2cccc(Cl)c2)c2ccccc12)C(=O)NCC[S+](C)(=O)[O-]	0	-15%	-5%	?	i	?	-21%

Part of the list above with just IP6K1 inh.
SMILES | IP6K1 inh
O=C1CCCN1CCCN1C(=O)[C@@H]2C[C@@H](O)CN2C2(CN(Cc3ccoc3)C2)C1=O | -6
COc1ccc(C(=O)N2CCC(C(=O)N3CCC(N4CCOCC4=O)CC3)CC2)cc1 | -5
CCCCn1cc(S(=O)(=O)c2cc(C)ccc2C)c(=O)c2cc(F)c(F)cc21 | 18
Fc1ccc(NC(=S)N[C@H]2CO[C@H]3[C@@H]2OC[C@@H]3n2nnnc2-c2ccccc2)cc1 | 4

From PubChem BioAssay
